p-CIP stab down: compounds decreasing mouse p/CIP protein stability; decrease of EGFP signal, % at 10 µM; 290,000 tested, 0.01% active; F442A p/CIP-EGFP cells, EGFP fluorescence, 16 h; Q05BA5;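 active = EGFP signal decrease of at least 30% at 10 µM or well 3 SD below plate mean, unless failing retest; inactive = the rest, including hits failing retest or dose response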; also: some compounds called inactive have numbers as strong as hits; many of its hits are not listed in these tables
SUMO HTRF inh: inhibitors of human SUMOylation (UBC9). P63279. HTRF SUMOylation assay, SAE1/SAE2 + UBC9, in vitro. inhibition, % at 35 µM. 290,000 tested, 0.36% active; in the data active = inhibition above about 50%, passing the limit was not always enough; also: strong numbers were not always called active
Target sequence (P63279 whole entry, looked up): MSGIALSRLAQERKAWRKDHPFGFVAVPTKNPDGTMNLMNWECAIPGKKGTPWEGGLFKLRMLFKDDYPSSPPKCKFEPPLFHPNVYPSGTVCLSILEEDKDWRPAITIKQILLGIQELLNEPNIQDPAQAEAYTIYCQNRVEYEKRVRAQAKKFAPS
CRFBP-R2 block: CRF-BP/CRF-R2 complex antagonism; HEK293 CRF-R2/CRF-BP, CRF-induced calcium fluorescence; inhibition, % at 11.8 µM; 350,000 tested, 0.59% active; AID 588475;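 active = inhibition of the ligand-induced calcium signal above about 50% at the single tested concentration, limit read from the data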
IDE inh: cellular human IDE inhibition; 320,000 tested, 0.41% active; inhibition, % at 5.59 µM; AID 434962; P14735; HEK cells, FAbetaB cleavage, fluorescence polarization;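 active = percent inhibition above the average of all tested compounds plus 3 SD, set per screening campaign, cut at about 16% in these data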;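 also: IDE supplied by intact live HEK cells; FP after avidin binding of uncleaved biotin substrate so inhibition keeps polarization high; 0% = DMSO wells and 100% = 60 µM reference IDE inhibitor Ii1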
HCV NS3 hel inh: HCV NS3 helicase inhibition; NS3 helicase DNA unwinding, Cy5 molecular beacon fluorescence; inhibition, % at 10.9 µM; 290,000 tested, 0.56% active;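 active = inhibition above the mean of all tested compounds plus 3 SD, set per campaign, cut at about 35% in these data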;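 also: 0% = DMSO wells and 100% = thioflavine S control wells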
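System: NS3 helicase fragment of HCV / Schedule: 1 h at 25 °C / Control set: DMSO alone as 0% and 110 µM thioflavine S as 100% / Reagent: Cy5/quencher beacon DNA duplex and ATP to start / Technique: Cy5 fluorescence / Replication: singlicate / Evaluation: % inhibition of end-to-start signal ratio versus controls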
IMP-1 inhibitor: blocks Pseudomonas aeruginosa IMP-1 metallo-beta-lactamase | purified IMP-1, nitrocefin hydrolysis, epi-absorbance fluorescence | inhibition, % at 5.6 µM | 290,000 tested, 0.45% active | AID 1556;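 active = inhibition above the mean plus 3 SD of all compounds in the same screening run, cut at about 4.5% in these data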;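 also: 0% = IMP-1 with DMSO and 100% = DMSO wells lacking enzyme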
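System – purified recombinant IMP-1 beta-lactamase · Input – IMP-1 dispensed at 0.2 nM · Timing – 15 min preincubation plus 25 min reaction at 25 °C · Signal – Epi-absorbance fluorescence, 480 nm excitation, 530 nm emission · Measure – percent IMP-1 inhibition derived from blank-referenced optical density · Controls – Enzyme-plus-DMSO low control, enzyme-free DMSO high control · Replication – singlicate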
IDE cell activ: boosts human insulin-degrading enzyme activity in HEK cells; FAbeta-B cleavage, fluorescence polarization; 0% vehicle, 100% cell-free pure enzyme wells; P14735; AID 493087; 340,000 tested, 0.073% active; activation, % at 5.96 µM;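 active = activation above the mean of all tested compounds plus 3 SD, set per screening campaign, cut at about 17% in these data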
GalR3 antagonist: human GalR3 antagonism. O60755. HEK293 GalR3-CNG cAMP membrane potential fluorescence; galR3 body fused to GalR1 C-terminus. inhibition, % at 3 µM. 360,000 tested, 0.44% active;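 active = inhibition above the screen-wide average plus 3 SD, cut at about 13% in these data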;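 also: forskolin and galanin both at EC90 stimulate the cells; cAMP rise reported by CNG channel membrane potential dye signal; 0% = forskolin plus galanin with DMSO and 100% = forskolin alone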
Target sequence (O60755 1-299 limits assumed): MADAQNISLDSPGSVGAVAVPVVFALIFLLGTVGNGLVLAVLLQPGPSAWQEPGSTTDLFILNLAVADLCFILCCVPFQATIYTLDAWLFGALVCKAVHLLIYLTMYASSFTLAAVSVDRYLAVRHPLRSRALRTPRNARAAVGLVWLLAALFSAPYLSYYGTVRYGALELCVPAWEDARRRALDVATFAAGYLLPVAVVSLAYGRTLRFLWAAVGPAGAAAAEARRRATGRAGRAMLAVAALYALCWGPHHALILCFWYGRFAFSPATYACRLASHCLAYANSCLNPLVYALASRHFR
VIM-2 inhibitor: blocks Pseudomonas aeruginosa VIM-2 metallo-beta-lactamase; purified VIM-2, nitrocefin hydrolysis, epi-absorbance fluorescence; inhibition, % at 5.6 µM; 290,000 tested, 0.89% active; AID 1527;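 active = inhibition above the mean of all tested compounds plus 3 SD, cutoff set per screening run, cut at about 7.5% in these data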;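 also: red hydrolysis product quenches plate fluorescence so inhibitors raise well fluorescence; 0% = enzyme with DMSO and 100% = DMSO without enzyme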
* = called active by the depositor; x = no result given.

cpd	p-CIP stab down	SUMO HTRF inh	CRFBP-R2 block	IDE inh	HCV NS3 hel inh	IMP-1 inhibitor	IDE cell activ	GalR3 antagonist	VIM-2 inhibitor	molecule
1	0	2	-13	1	-1	-1.2	0	-6	-0.8	N#Cc1ccc(Oc2ccc(C(N)=O)cc2)cc1C#N
2	0	4	-7	-2	-16	-5.0	4	-3	-2.2	CCn1c(C)nc2cc(C(=O)NNS(=O)(=O)c3c(C)c(C)cc(C)c3C)ccc21
3	5	8	-2	4	-3	-3.1	1	-4	-4.6	CCc1nc(N)nc2c1C(=O)CC(C)(C)C2
4	-7	4	8	-1	-10	6.5*	5	-2	-2.1	O=C(c1cc2ccccc2oc1=O)N(Cc1ccc2c(c1)OCO2)Cc1ccco1
5	3	15	-7	1	1	-2.3	-2	1	-2.8	CC(=O)Nc1ccc2nc(NC(=O)CN3CCOCC3)sc2c1
6	0	3	3	0	1	-2.5	2	-2	-1.8	COc1ccc(CCNC(=O)CSc2ccccc2)cc1OC
7	-6	-10	-12	-1	4	-1.4	4	-4	-4.0	CCCCCCOC(=O)C(C#N)c1nc2ccccc2nc1N1CCCCC1 (centres undefined)
8	-3	22	-5	12	-17	-2.4	4	2	-2.4	Cc1cc(C)nc(NC(=O)c2cc(-c3ccc(C)s3)nc3ccccc23)c1
9	4	2	-56	6	-20	-2.8	0	-5	-3.1	CCCCNc1nnc(SCC(=O)c2c[nH]c3ccccc23)s1
10	7	4	-7	-2	3	-0.2	6	0	-2.8	COCCCNC(=O)C1=CCN(S(=O)(=O)c2ccc(OC)cc2)CC1
11	3	12	2	-3	12	-3.5	7	-3	-3.0	O=C(Nc1nc2ccccc2[nH]1)C1CC1
12	x	x	-11	1	x	x	4	-6	x	CCOC(=O)[C@@H]1[C@H]2COc3ccccc3[C@@H]2N2C(=O)N(c3ccc(C(F)(F)F)cc3)C(=O)[C@@]12C
13	-5	10	-5	0	5	-4.3	0	-5	-2.3	CNC(=S)Nc1ccc(C)c(NC(=S)NC)c1
14	-9	3	-10	2	5	-1.6	2	-3	-1.5	COc1ccc(COc2cc(-c3cccc(OC)c3)nc3ccc(NC(=O)c4ccc(OC)cc4)cc23)cc1
15	3	8	-12	7	5	-2.4	-3	-9	-3.9	CCCNS(=O)(=O)c1cccc(C(=O)OCc2cc(=O)oc3cc(OC)ccc23)c1
16	-1	15	8	-2	35	0.7	0	-1	0.3	O=C(CCN1C(=O)/C(=C/c2ccccc2)SC1=S)Nc1ccccn1
17	-1	x	-3	-2	0	-1.8	5	1	-0.2	CC(=O)Nc1ccc(S(=O)(=O)NCc2ccc(C(=O)NCCCN3CCC(C)CC3)cc2)cc1
18	-7	-2	-3	2	-9	-0.1	-3	-7	0.4	Cc1nc(Nc2ccccc2Br)c2nnn(Cc3ccccc3)c2n1
19	-8	-3	-5	-4	9	-3.8	-3	-5	-5.0	COc1cc(NC(=O)CSc2nncn2C)cc(OC)c1OC
20	1	14	x	x	-3	-0.3	x	x	1.2	CN1CCN(c2c(F)cc3c(=O)c(C(=O)O)cn(CCF)c3c2F)CC1

6 entries out of the list above, ordered by the number in IMP-1 inhibitor, rising.
item	mol	IMP-1 inhibitor
19	COc1cc(NC(=O)CSc2nncn2C)cc(OC)c1OC	-3.8
6	COc1ccc(CCNC(=O)CSc2ccccc2)cc1OC	-2.5
15	CCCNS(=O)(=O)c1cccc(C(=O)OCc2cc(=O)oc3cc(OC)ccc23)c1	-2.4
7	CCCCCCOC(=O)C(C#N)c1nc2ccccc2nc1N1CCCCC1 (centres undefined)	-1.4
10	COCCCNC(=O)C1=CCN(S(=O)(=O)c2ccc(OC)cc2)CC1	-0.2
18	Cc1nc(Nc2ccccc2Br)c2nnn(Cc3ccccc3)c2n1	-0.1

Continuation.
cpd	p-CIP stab down	SUMO HTRF inh	CRFBP-R2 block	IDE inh	HCV NS3 hel inh	IMP-1 inhibitor	IDE cell activ	GalR3 antagonist	VIM-2 inhibitor	molecule
21	-1	-16	-2	1	-3	-1.1	-3	0	0.1	CCN(CC)Cc1csc2ccc(Br)cc12
22	-26	30	6	-7	14	-4.3	0	-8	-0.7	Cc1cc(C)cc(NC(=O)NCc2nnc(SCc3ccccc3)n2C)c1
23	6	-14	-13	1	21	-1.1	-4	-4	-0.2	N#CC1=C(N)SC(N)=C(C#N)C1c1ccc([N+](=O)[O-])cc1
24	x	x	11	2	x	x	1	-6	x	CC1CCC(NC(=O)c2ccc(-n3cncn3)c([N+](=O)[O-])c2)CC1 (centres undefined)
25	-2	5	-20	-1	1	-0.8	-2	-6	1.3	COCCCN1C(=O)C(=O)/C(=C(/O)c2ccc(S(=O)(=O)N3CCOCC3)cc2)C1c1ccc(OC)cc1 (centres undefined)
26	-14	-7	-1	2	7	-2.5	3	-5	-3.0	Oc1ccc(C[C@H]2CNC(=S)N2CCc2cc(C(F)(F)F)cc(C(F)(F)F)c2)cc1
27	18	6	-7	-6	-9	0.0	-7	3	1.3	CC(=O)Nc1cccc(C(=O)Nc2nc(C)cs2)c1
28	-1	15	5	-3	-4	-1.8	0	1	-0.6	CCN1CCC(n2nccc2NC(=O)c2ccccc2Cl)CC1
29	-3	96	3	x	6	-2.4	6	-4	2.9	Cc1[nH][nH]c(=O)c1C(c1ccc(-c2ccc(Cl)c(C(=O)O)c2)o1)c1c(C)[nH][nH]c1=O
30	-12	14	0	-2	-1	-1.1	9	-4	-0.3	O=C(Cn1nc(C(F)(F)F)c2c1CCCC2)NCCN1CCOCC1

Overlap with the part before: 2 entries, then new ones.
cpd	p-CIP stab down	SUMO HTRF inh	CRFBP-R2 block	IDE inh	HCV NS3 hel inh	IMP-1 inhibitor	IDE cell activ	GalR3 antagonist	VIM-2 inhibitor	molecule
29	-3	96	3	x	6	-2.4	6	-4	2.9	Cc1[nH][nH]c(=O)c1C(c1ccc(-c2ccc(Cl)c(C(=O)O)c2)o1)c1c(C)[nH][nH]c1=O
30	-12	14	0	-2	-1	-1.1	9	-4	-0.3	O=C(Cn1nc(C(F)(F)F)c2c1CCCC2)NCCN1CCOCC1
31	-10	28	1	-4	-24	-3.5	7	3	-1.2	O=C(NC1CCC(CC2CCC(NC(=O)C(Cl)Cl)CC2)CC1)C(Cl)Cl (centres undefined)
32	x	x	-1	-1	x	x	3	-4	x	CN(CC(=O)Nc1cccc(F)c1)C(=O)CCN1C(=O)C2CC=CCC2C1=O (centres undefined)
33	-11	13	11	0	-1	-0.9	0	-2	-2.0	COc1ccccc1CCNC(=O)c1c(C)nn(CC(C)C)c1Cl
34	0	-3	6	1	-22	-2.6	7	0	-4.5	COc1cccc(-c2cc(C(=O)N/N=C/c3ccc(OC)c(COC(C)=O)c3)c3ccccc3n2)c1
35	-5	-13	8	-5	-3	-4.6	7	-4	-4.3	Cc1ccccc1C(=O)NC1CCN(C(=O)Nc2ccccc2Cl)CC1
36	x	x	34	4	9	-3.1	2	-5	-9.4	O=C(N/N=C/c1cc2c(cc1[N+](=O)[O-])OCO2)c1ccccn1
37	x	x	2	9	x	x	0	-5	x	O=C(C[C@@H]1C/C=C\C[C@H](NC(=O)OCC2c3ccccc3-c3ccccc32)C(=O)OC[C@H]2CCCN2C1=O)N[C@H](CO)Cc1ccccc1
38	-6	2	-8	-3	-8	-2.1	1	-1	-3.2	Cc1cc(=O)n(C(NC(=O)c2ccccc2)C(=O)c2ccccc2)cn1 (centres undefined)
39	4	15	7	3	1	-4.5	5	-6	-2.9	N#Cc1c(-c2ccccc2)nc(N2CCCCCC2)[nH]c1=O
40	4	-14	x	-3	-15	-1.6	-5	-3	-0.8	CC(C)Cc1ccc(CN2CCCC(NC(=O)CSc3nncn3C)C2)cc1 (centres undefined)
41	-6	18	15	1	2	-1.1	6	0	0.5	CC(NC(=O)C(=O)N/N=C/c1ccc(Cl)cc1)c1ccccc1 (centres undefined)
42	-15	-5	11	-1	3	0.7	-4	4	-3.5	O=C(CSc1nnc2ccccn12)c1ccccc1
43	0	-30	-13	2	-10	-3.0	4	-5	-2.7	CCOc1ccc2nc(N/C(N)=N/C(=S)Nc3cccc(OC)c3)nc(C)c2c1
44	-6	-11	16	-4	5	-1.3	6	1	-1.6	O=C(COC(=O)COc1ccccc1Cc1ccccc1)Nc1cccnc1Cl
45	6	-26	-17	1	6	-2.3	1	-1	-3.0	Cc1ccc(C)c(NC(=S)c2nc3ccccc3s2)c1
46	0	1	-35	0	-15	-1.8	3	-13	-1.4	CCC(C)c1ccccc1OCCCCN1CCCC1 (centres undefined)
47	14	11	-1	-2	-7	-4.1	0	0	-7.2	COc1ccc(OC)c(/C=N/NC(=O)CNC(=O)c2ccc(S(=O)(=O)N3CCCC3)cc2)c1
48	2	12	7	1	3	-3.1	4	-4	-4.8	CCn1c(COc2ccc(C)cc2)nnc1SCc1nc2ccccc2[nH]1
49	-10	18	-12	-1	-5	-2.5	2	-9	-1.0	CCOc1ccc(/C=N/N2C(C)CCCC2C)cc1 (centres undefined)
50	-10	15	18	3	-1	-4.5	5	-3	-7.2	O=C(CNc1ccccc1)NN=C1CCCC1
51	x	x	-3	-1	x	x	2	-8	x	Cc1ccc(NS(=O)(=O)c2cc(C(=O)N(C)C3CCN(C)CC3)ccc2Cl)cc1Cl
52	-3	6	-6	7	-10	-4.9	-16	-9	-1.7	CCOc1ccc(S(=O)(=O)N(CC(=O)NCc2ccncc2)c2ccc(C)cc2)cc1

Reprinted at random: 2 records from the list.
cpd	p-CIP stab down	SUMO HTRF inh	CRFBP-R2 block	IDE inh	HCV NS3 hel inh	IMP-1 inhibitor	IDE cell activ	GalR3 antagonist	VIM-2 inhibitor	molecule
48	2	12	7	1	3	-3.1	4	-4	-4.8	CCn1c(COc2ccc(C)cc2)nnc1SCc1nc2ccccc2[nH]1
44	-6	-11	16	-4	5	-1.3	6	1	-1.6	O=C(COC(=O)COc1ccccc1Cc1ccccc1)Nc1cccnc1Cl

Some of the entries so far, in transposed form.
(41) CC(NC(=O)C(=O)N/N=C/c1ccc(Cl)cc1)c1ccccc1 (centres undefined)
(42) O=C(CSc1nnc2ccccn12)c1ccccc1

screen / no. | 41 | 42
p-CIP stab down | -6 | -15
SUMO HTRF inh | 18 | -5
CRFBP-R2 block | 15 | 11
IDE inh | 1 | -1
HCV NS3 hel inh | 2 | 3
IMP-1 inhibitor | -1.1 | 0.7
IDE cell activ | 6 | -4
GalR3 antagonist | 0 | 4
VIM-2 inhibitor | 0.5 | -3.5
